LAP4-GFP MLPCN = yeast TOR pathway LAP4-GFP modulation; GFP response vs DMSO, % at 10 µM; S. cerevisiae LAP4-GFP multiplex, flow cytometry GFP, 3 h; median GFP as percent of DMSO wells; AID 2023; actives 0.34% (n = 320,000);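 active means GFP response vs DMSO above a set limit, about the screen mean plus 3 SD, cut at about 150% in these data; inconclusive means under 70 cell events counted for the yeast strain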
CR mimetic SO = lowers age-related superoxide in aged yeast cells; S. cerevisiae aged cells, superoxide DHE fluorescence; stronger effect = lower value; superoxide response (% of plate mean), % at 10 µM; actives 0.18% (n = 330,000);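 active means superoxide response under a set limit, about three screen SD below normal, cut at about 65% in these data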;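 further: yeast aged for seven days with compound at 30 °C before DHE staining; 100% = average MFI of all compound-treated wells on the plate with controls excluded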
proCasp7 act = counter-screen: procaspase-7 (human) activation; P55210; recombinant procaspase-7, Ac-DEVD-pNA absorbance 405 nm; D23A/D198A/D206A triple mutant, cannot self-cleave; scale: DMSO 0, 5 µM enzyme 100; activation, % at 8.5 µM; actives 0.093% (n = 330,000); AID 463210;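 active means percent activation above the screen-wide mean plus 3 SD, cut at about 25% in these data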
Target sequence (P55210 whole entry D23A/D198A/D206A): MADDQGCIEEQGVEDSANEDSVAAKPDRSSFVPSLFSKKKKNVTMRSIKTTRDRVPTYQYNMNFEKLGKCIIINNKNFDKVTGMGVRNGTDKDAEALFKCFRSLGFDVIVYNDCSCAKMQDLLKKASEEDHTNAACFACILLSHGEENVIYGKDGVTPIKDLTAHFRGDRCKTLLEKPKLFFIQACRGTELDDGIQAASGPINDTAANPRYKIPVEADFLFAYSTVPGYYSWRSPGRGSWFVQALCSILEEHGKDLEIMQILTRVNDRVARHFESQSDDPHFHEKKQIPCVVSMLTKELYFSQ
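Assay system – Uncleavable procaspase-7 mutant enzyme · Quantity – 2 µM procaspase-7 mutant as dispensed · Times – 1 h preincubation, 2 h reaction · Dosing – single nominal 8.5 µM compound dose, 0.8% DMSO final · Buffer or medium – Zinc-free 50 mM HEPES buffer, pH 7.4, with NaCl and Triton X-100 · Detection – Epi-absorbance of released pNA at 405 nm, two timepoints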
MEP2 TOR yeast = modulators of TOR pathway MEP2-GFP in S. cerevisiae | GFP response vs DMSO, % at 10 µM | actives 0.51% (n = 330,000) | AID 2016 | S. cerevisiae MEP2-GFP strain, flow cytometry GFP, 3 h; 100% = DMSO control level;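 active means GFP response versus DMSO above a set limit, roughly screen mean plus 3 SD, cut at about 180% in these data; inconclusive means fewer than 70 cells counted for a yeast strain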;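 further: median GFP fluorescence of the barcode-gated MEP2-GFP cells per well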
JMJD2C inh = inhibitors of human GASC-1 (JMJD2C) demethylase | inhibition, % at 2.35 µM | Q9H3R0 | GST-JMJD2C(1-420) H3K9me3 demethylation, DELFIA europium | actives 0.069% (n = 330,000);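 active means more than half of a compound's replicate wells show inhibition beyond 50%, single wells judged on their own value; inconclusive means some, but no more than half, of replicates pass 50% inhibition; inactive means no replicate passes 50% inhibition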;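 further: signal counts dimethyl H3K9 product captured on neutravidin plate; 0% = median of DMSO wells and 100% = 0.3 times that DMSO median; strong numbers were not always called active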
Target sequence (Q9H3R0 1-420 limits assumed): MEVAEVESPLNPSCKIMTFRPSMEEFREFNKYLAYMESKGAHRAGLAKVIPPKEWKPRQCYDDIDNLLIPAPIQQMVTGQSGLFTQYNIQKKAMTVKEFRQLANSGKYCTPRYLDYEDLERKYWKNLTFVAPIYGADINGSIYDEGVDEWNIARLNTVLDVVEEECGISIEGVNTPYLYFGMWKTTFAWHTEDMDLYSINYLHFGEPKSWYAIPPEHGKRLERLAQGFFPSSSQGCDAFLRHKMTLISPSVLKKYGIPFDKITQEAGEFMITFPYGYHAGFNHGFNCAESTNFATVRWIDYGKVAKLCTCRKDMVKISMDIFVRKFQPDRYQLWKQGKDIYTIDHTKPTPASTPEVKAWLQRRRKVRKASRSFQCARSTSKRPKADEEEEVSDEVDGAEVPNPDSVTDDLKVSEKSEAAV
AHR activator = human AHR activation; P35869; AHR-responsive luciferase reporter cells, luminescence; activation, % at 5 µM; actives 2.5% (n = 320,000); AID 2796; in the data active means activation above about 47%;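 further: 0% = vehicle wells and 100% = reference agonist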
proCasp3 act = activates human procaspase-3; P42574; recombinant procaspase-3 D3A, Ac-DEVD-pNA absorbance 405 nm; activation, % at 8.5 µM; actives 0.11% (n = 330,000);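 active means activation above the mean of all tested compounds plus 3 SD, cut at about 21% in these data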;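 further: 0% = DMSO alone and 100% = DMSO wells spiked with extra 5 µM PC-3 D3A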
Target sequence (P42574 whole entry D9A/D28A/D175A): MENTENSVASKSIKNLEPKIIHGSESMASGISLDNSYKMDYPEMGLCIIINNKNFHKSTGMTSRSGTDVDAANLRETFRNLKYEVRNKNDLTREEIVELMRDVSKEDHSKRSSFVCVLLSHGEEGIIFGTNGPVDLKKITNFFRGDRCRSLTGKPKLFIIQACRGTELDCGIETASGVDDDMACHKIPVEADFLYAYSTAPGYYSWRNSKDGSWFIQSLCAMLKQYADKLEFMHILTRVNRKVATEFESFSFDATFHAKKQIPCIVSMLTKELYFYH
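Assay system: Procaspase-3 D3A mutant, all three cleavage aspartates alanine. Buffer or medium: Zinc-free HEPES saline buffer with Triton X-100. Times: 1 h compound preincubation, 2 h substrate hydrolysis at 25 °C. Measured by: 405 nm absorbance of p-nitroaniline, reads at 0 and 120 min. Read-out basis: percent activation relative to control range. Replicates: singlicate.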
RPL19A-GFP yeast = alters RPL19A-GFP fluorescence in TOR pathway yeast screen | actives 0.3% (n = 330,000) | percent response vs DMSO, % at 10 µM | S. cerevisiae RPL19A-GFP strain, flow cytometry, 3 h; stronger effect = lower value;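 active means percent response vs DMSO below 50%; inconclusive means fewer than 70 events counted for the yeast strain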;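 further: median channel GFP fluorescence of the barcoded RPL19A-GFP strain; ratio of sample median GFP to plate DMSO average so 100% = DMSO; lower means less RPL19A-GFP as with rapamycin TOR inhibition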
Active calls of the source: *.

Results for Cn1c(C(=O)NCC2CCCO2)cc2c(=O)n3ccccc3nc21 (centres undefined) ?
LAP4-GFP MLPCN: 109; CR mimetic SO: 96; proCasp7 act: 0; MEP2 TOR yeast: 112; JMJD2C inh: 20; AHR activator: 2; proCasp3 act: 5; RPL19A-GFP yeast: 101

What do the screens show for `CCOc1cc(/C=C/C(=O)OCC(=O)NCc2ccco2)cc(Cl)c1OC`?
LAP4-GFP MLPCN: 96; CR mimetic SO: 106; proCasp7 act: 6; MEP2 TOR yeast: 99; JMJD2C inh: -11; AHR activator: 1; proCasp3 act: 11; RPL19A-GFP yeast: 94

How did CCOC(=O)C1CCN(c2c(NCCN3CCCCC3C)c(=O)c2=O)CC1 (centres undefined) do in these assays?
LAP4-GFP MLPCN: 97; CR mimetic SO: 91; proCasp7 act: 7; MEP2 TOR yeast: 94; JMJD2C inh: 24; AHR activator: 2; proCasp3 act: 19; RPL19A-GFP yeast: 106

What do the screens show for `Cc1sc2ccc3sccc3c2[n+]1C`?
LAP4-GFP MLPCN: 115; CR mimetic SO: inactive; proCasp7 act: -41; MEP2 TOR yeast: 99; JMJD2C inh: -10; AHR activator: -4; proCasp3 act: -24; RPL19A-GFP yeast: 103

How did O=C(Nc1ccc(-c2nc3ccccc3c(=O)o2)cc1)c1ccco1 do in these assays?
LAP4-GFP MLPCN: 99; CR mimetic SO: 110; proCasp7 act: 2; MEP2 TOR yeast: 103; JMJD2C inh: 7; AHR activator: 2; proCasp3 act: 3; RPL19A-GFP yeast: 96

Results for CCn1c(O)c(N=NC(=O)C(O)c2ccccc2)c2ccccc21 (centres undefined) ?
LAP4-GFP MLPCN: 106; CR mimetic SO: 106; proCasp7 act: 7; MEP2 TOR yeast: 102; JMJD2C inh: 13; AHR activator: 8; proCasp3 act: 7; RPL19A-GFP yeast: 99

Results for CCOCC(=O)NCc1ccc2c(c1)OCO2 ?
LAP4-GFP MLPCN: 90; CR mimetic SO: 95; proCasp7 act: 5; MEP2 TOR yeast: 93; JMJD2C inh: 8; AHR activator: 6; proCasp3 act: 2; RPL19A-GFP yeast: 95

Results for CC1(C)Cc2c(C#N)c(N)n(-c3ccccc3)c(=O)c2CO1 ?
LAP4-GFP MLPCN: 101; CR mimetic SO: 75; proCasp7 act: 18; MEP2 TOR yeast: 107; JMJD2C inh: -1; AHR activator: 4; proCasp3 act: 11; RPL19A-GFP yeast: 103

How did Cc1cc(C(=O)NNC(=O)CCN2CCN(c3ccccc3)CC2)c2ccccc2n1 do in these assays?
LAP4-GFP MLPCN: 90; CR mimetic SO: 99; proCasp7 act: -6; MEP2 TOR yeast: 84; JMJD2C inh: -31; AHR activator: 0; proCasp3 act: 3; RPL19A-GFP yeast: 89

How did COc1ccccc1C(=O)Nc1nc2ccccc2s1 do in these assays?
LAP4-GFP MLPCN: 88; CR mimetic SO: 105; proCasp7 act: -5; MEP2 TOR yeast: 99; JMJD2C inh: -6; AHR activator: 36; proCasp3 act: -1; RPL19A-GFP yeast: 94

How did CCO[C@H]1OC(C(=O)O)=C[C@@H](C2CC2)[C@@H]1CCCO do in these assays?
LAP4-GFP MLPCN: 106; CR mimetic SO: 97; proCasp7 act: 4; MEP2 TOR yeast: 91; JMJD2C inh: -8; AHR activator: 3; proCasp3 act: -3; RPL19A-GFP yeast: 104

What do the screens show for `Cc1c(OC(C)C(=O)NCCCN2CCCC2=O)ccc2c3c(c(=O)oc12)CCCC3` (centres undefined)?
LAP4-GFP MLPCN: 102; CR mimetic SO: 100; proCasp7 act: -7; MEP2 TOR yeast: 100; JMJD2C inh: -2; AHR activator: 0; proCasp3 act: -4; RPL19A-GFP yeast: 98

Random excerpt: three entries already listed
How did O=C(Nc1ccc(-c2nc3ccccc3c(=O)o2)cc1)c1ccco1 do in these assays?
LAP4-GFP MLPCN: 99; CR mimetic SO: 110; proCasp7 act: 2; MEP2 TOR yeast: 103; JMJD2C inh: 7; AHR activator: 2; proCasp3 act: 3; RPL19A-GFP yeast: 96

How did Cc1cc(C(=O)NNC(=O)CCN2CCN(c3ccccc3)CC2)c2ccccc2n1 do in these assays?
LAP4-GFP MLPCN: 90; CR mimetic SO: 99; proCasp7 act: -6; MEP2 TOR yeast: 84; JMJD2C inh: -31; AHR activator: 0; proCasp3 act: 3; RPL19A-GFP yeast: 89

Results for CCOCC(=O)NCc1ccc2c(c1)OCO2 ?
LAP4-GFP MLPCN: 90; CR mimetic SO: 95; proCasp7 act: 5; MEP2 TOR yeast: 93; JMJD2C inh: 8; AHR activator: 6; proCasp3 act: 2; RPL19A-GFP yeast: 95

(list continues)
Results for C=CCn1cc(C(=O)N2CCN(CC)CC2)c(=O)c2cc(S(=O)(=O)N(CC)CC)ccc21 ?
LAP4-GFP MLPCN: 95; CR mimetic SO: 128; proCasp7 act: 11; MEP2 TOR yeast: 98; JMJD2C inh: -9; AHR activator: -1; proCasp3 act: 1; RPL19A-GFP yeast: 98

What do the screens show for `CCOc1ccc2nc(SC3CC(=O)N(c4ccc(C)cc4)C3=O)sc2c1` (centres undefined)?
LAP4-GFP MLPCN: 103; CR mimetic SO: 142; proCasp7 act: -12; MEP2 TOR yeast: 104; JMJD2C inh: inconclusive; AHR activator: 0; proCasp3 act: -11; RPL19A-GFP yeast: 98

How did CC(C)C[C@H]1CN=C(Nc2ccccc2)N1CCc1ccc(F)cc1 do in these assays?
LAP4-GFP MLPCN: 99; CR mimetic SO: 105; proCasp7 act: -4; MEP2 TOR yeast: 109; JMJD2C inh: -5; AHR activator: 2; proCasp3 act: 9; RPL19A-GFP yeast: 102

How did COc1ccc(-c2cc(N3C(=O)Nc4ccccc4N3O)n[nH]2)cc1 do in these assays?
LAP4-GFP MLPCN: 100; CR mimetic SO: 108; proCasp7 act: -2; MEP2 TOR yeast: 105; JMJD2C inh: 1; AHR activator: 27; proCasp3 act: -3; RPL19A-GFP yeast: 102

How did CC1CCN(S(=O)(=O)c2cccc(C(N)=O)c2)CC1 do in these assays?
LAP4-GFP MLPCN: 93; CR mimetic SO: 111; proCasp7 act: 4; MEP2 TOR yeast: 96; JMJD2C inh: -5; AHR activator: 0; proCasp3 act: 0; RPL19A-GFP yeast: 101

How did CCOc1ccccc1N1CCN(C(=O)c2cc(S(=O)(=O)N3CCCCC3)ccc2C)CC1 do in these assays?
LAP4-GFP MLPCN: 94; CR mimetic SO: 104; proCasp7 act: 5; MEP2 TOR yeast: 97; JMJD2C inh: 9; AHR activator: 1; proCasp3 act: 2; RPL19A-GFP yeast: 94

Results for CCCCCCC1CC(CSC(=N)N)OC1=O (centres undefined) ?
LAP4-GFP MLPCN: 97; CR mimetic SO: 110; proCasp7 act: -7; MEP2 TOR yeast: 92; JMJD2C inh: -4; AHR activator: 2; proCasp3 act: 1

How did N#CCCC(CCC#N)C1=NCCc2ccccc21 do in these assays?
LAP4-GFP MLPCN: 94; CR mimetic SO: 82; proCasp7 act: 7; MEP2 TOR yeast: 100; JMJD2C inh: 0; AHR activator: 0; proCasp3 act: 4; RPL19A-GFP yeast: 98

How did COc1ccc(CN2CCNC(=O)C2CC(=O)NCCCn2cccn2)c(OC)c1 (centres undefined) do in these assays?
LAP4-GFP MLPCN: 90; CR mimetic SO: 98; proCasp7 act: 9; MEP2 TOR yeast: 108; JMJD2C inh: 5; AHR activator: -3; proCasp3 act: 1; RPL19A-GFP yeast: 103

Results for O=C1Nc2ccccc2N=C(c2ccccc2)c2ccccc21 ?
LAP4-GFP MLPCN: 101; CR mimetic SO: 96; proCasp7 act: -13; MEP2 TOR yeast: 93; JMJD2C inh: -3; AHR activator: 3; proCasp3 act: 1; RPL19A-GFP yeast: 91

How did O=C(Cc1ccc(Cl)cc1)NNC1CC(=O)N(c2ccc3ccccc3c2)C1=O (centres undefined) do in these assays?
LAP4-GFP MLPCN: 100; CR mimetic SO: 105; proCasp7 act: 4; MEP2 TOR yeast: 99; JMJD2C inh: 0; AHR activator: 5; proCasp3 act: 8; RPL19A-GFP yeast: 99

How did CCOC(=O)N1CCN(C(=O)c2c[nH]c3ccc(S(=O)(=O)N(C)c4ccccc4C)cc3c2=O)CC1 do in these assays?
LAP4-GFP MLPCN: 88; CR mimetic SO: 88; proCasp7 act: -5; MEP2 TOR yeast: 95; JMJD2C inh: -9; AHR activator: 3; proCasp3 act: 7; RPL19A-GFP yeast: 91

What do the screens show for `CCOc1ccc(C2CC(=O)NC3=C2C(=O)CCC3)cc1` (centres undefined)?
LAP4-GFP MLPCN: 98; CR mimetic SO: 95; proCasp7 act: 7; MEP2 TOR yeast: 105; JMJD2C inh: 1; AHR activator: -4; proCasp3 act: 4; RPL19A-GFP yeast: 95

Results for COc1ccc(CNC(=O)c2cnn3c(C(F)F)cc(C)nc23)cc1OC ?
LAP4-GFP MLPCN: 112; CR mimetic SO: 96; proCasp7 act: 8; MEP2 TOR yeast: 100; JMJD2C inh: -6; AHR activator: 52*; proCasp3 act: 4; RPL19A-GFP yeast: 98

Results for CCOc1ccc(NC(=O)CCNS(=O)(=O)c2ccc3c(c2)CC(C)N3C(C)=O)cc1 (centres undefined) ?
LAP4-GFP MLPCN: 101; CR mimetic SO: 124; proCasp7 act: 4; MEP2 TOR yeast: 104; JMJD2C inh: -4; AHR activator: 2; proCasp3 act: 10; RPL19A-GFP yeast: 103

What do the screens show for `CC(=O)N/C(=C/c1ccccc1)C(=O)NCCO`?
LAP4-GFP MLPCN: 99; CR mimetic SO: 97; proCasp7 act: 6; MEP2 TOR yeast: 112; JMJD2C inh: -7; AHR activator: 2; proCasp3 act: 3; RPL19A-GFP yeast: 106

How did CC1CCN(C(=O)CN2C(=O)COc3ccc(Cl)cc32)CC1 do in these assays?
LAP4-GFP MLPCN: 91; CR mimetic SO: 116; proCasp7 act: -8; MEP2 TOR yeast: 98; JMJD2C inh: -3; AHR activator: 0; proCasp3 act: -10; RPL19A-GFP yeast: 96

How did O=C(Nc1ncccc1O)c1ccc(Cl)c(S(=O)(=O)N2CCCCC2)c1 do in these assays?
LAP4-GFP MLPCN: 112; CR mimetic SO: 108; proCasp7 act: -3; MEP2 TOR yeast: 104; JMJD2C inh: 11; AHR activator: 3; proCasp3 act: -4; RPL19A-GFP yeast: 103

Results for O=C1CCc2cc(S(=O)(=O)NC3CCCCC3)cc3c2N1CC3 ?
LAP4-GFP MLPCN: 109; CR mimetic SO: 108; proCasp7 act: -1; MEP2 TOR yeast: 106; JMJD2C inh: -8; AHR activator: 2; proCasp3 act: 4; RPL19A-GFP yeast: 105

Two neighbouring compounds from above, for reference:
What do the screens show for `CC(=O)N/C(=C/c1ccccc1)C(=O)NCCO`?
LAP4-GFP MLPCN: 99; CR mimetic SO: 97; proCasp7 act: 6; MEP2 TOR yeast: 112; JMJD2C inh: -7; AHR activator: 2; proCasp3 act: 3; RPL19A-GFP yeast: 106

How did CC1CCN(C(=O)CN2C(=O)COc3ccc(Cl)cc32)CC1 do in these assays?
LAP4-GFP MLPCN: 91; CR mimetic SO: 116; proCasp7 act: -8; MEP2 TOR yeast: 98; JMJD2C inh: -3; AHR activator: 0; proCasp3 act: -10; RPL19A-GFP yeast: 96
